# Screening data from PubChem.
# MIN6 prolif: inducers of beta-cell replication in MIN6 cells; MIN6 cells proliferation, ATPlite luminescence, 48 h; cells starved in 0.2% serum; 100% = growth in 10% serum; proliferation, % at 10 µM; 330,000 tested, 0.29% active; AID 2380;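 active means compounds whose signal lies at least 3.5 SD above the mean of all wells on their plate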;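 further: 0% = DMSO-treated cells in low-serum medium and 100% = 10% serum control; some compounds called inactive have numbers as strong as hits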
# PfGluPho inh: PfG6PD (Plasmodium falciparum) enzyme inhibition | PfGluPho enzyme, NADPH resazurin-diaphorase fluorescence | inhibition, % at 20 µM | 350,000 tested, 0.78% active;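 active means inhibition reaching at least a set limit at 20 µM in the primary screen, cut at about 59% in these data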;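 further: 0% = DMSO wells with substrate and 100% = DMSO wells lacking glucose-6-phosphate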
# UBC13 inh: human UBC13 polyubiquitination inhibition; UBC13 polyubiquitin chain formation, TR-FRET; inhibition, % at 20 µM; 330,000 tested, 0.47% active; in the data active means inhibition above about 45%, passing the limit was not always enough
# SENP7 block: blocks the human protease SENP7. recombinant SENP7, Z-RLRGG-aminoluciferin luminescence, 40 min. inhibition, % at 5 µM. 330,000 tested, 1.5% active;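 active means inhibition above about 50% at the single test dose, limit read from the data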;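 further: plate controls were DMSO with enzyme for no effect and no enzyme buffer wells for full effect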
# Target sequence (Q9BQF6 706-1050 limits assumed): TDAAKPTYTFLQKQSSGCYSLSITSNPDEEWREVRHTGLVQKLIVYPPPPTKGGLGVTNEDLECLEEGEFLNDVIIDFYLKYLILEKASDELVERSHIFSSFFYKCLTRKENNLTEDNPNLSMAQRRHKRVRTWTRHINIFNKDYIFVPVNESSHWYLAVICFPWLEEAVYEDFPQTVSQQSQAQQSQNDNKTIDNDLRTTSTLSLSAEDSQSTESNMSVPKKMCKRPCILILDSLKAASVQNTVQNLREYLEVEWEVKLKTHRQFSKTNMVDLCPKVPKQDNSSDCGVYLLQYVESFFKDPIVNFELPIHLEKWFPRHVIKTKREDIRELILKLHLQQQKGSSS
# SENP8 block-1: inhibitors of human SENP8 protease | Q96LD8 | purified SENP8, Z-RLRGG-aminoluciferin cleavage, luminescence | inhibition, % at 10 µM | 330,000 tested, 1.2% active | AID 2540; in the data active means inhibition above about 50%
# SENP8 block-2: SENP8 (human) protease inhibition; inhibition, % at 20 µM; Q96LD8; AID 602440; recombinant SENP8, Nedd8 substrate fluorescence; 360,000 tested, 0.64% active; in the data active means inhibition mostly above about 40%, no sharp cut-off; inactive means mostly below about 27%
# SENP1 FRET inh: inhibitors of human SENP1 SUMO protease catalytic domain; inhibition, % at 10 µM; recombinant SENP1 catalytic domain, CyPet-SUMO1-YPet FRET cleavage; 360,000 tested, 0.21% active;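 active means inhibition at least 30% at 10 µM, raw YFP signal under a set limit, fluorescence ratio 0.5 to 1.5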;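 further: 0% = enzyme with DMSO and 100% = no enzyme wells; some results filed as inactive read as strong as hits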
# Target sequence (Q9P0U3 419-644 limits assumed): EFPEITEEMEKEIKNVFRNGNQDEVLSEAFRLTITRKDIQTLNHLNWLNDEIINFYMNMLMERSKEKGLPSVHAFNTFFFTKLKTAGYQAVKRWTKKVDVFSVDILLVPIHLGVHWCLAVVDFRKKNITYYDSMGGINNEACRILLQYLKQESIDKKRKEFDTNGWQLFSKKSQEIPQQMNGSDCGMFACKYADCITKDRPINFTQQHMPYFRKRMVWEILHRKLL
#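 Test system: hSENP1 catalytic domain, recombinant; Amount: 20 pM final SENP1 enzyme; Medium: Tris pH 8 buffer plus EDTA, NaCl, BME, BSA, NP40, catalase; Schedule: 50 min enzyme reaction, room temperature, light-protected; Technique: FRET fluorescence in CFP and YFP emission channels; Controls: no-enzyme wells low, DMSO-plus-enzyme wells high control.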
# SENP6 inh: inhibitors of human SENP6 protease; Q9GZR1; Recombinant SENP6 catalytic domain, aminoluciferin luminescence; inhibition, % at 10 µM; 330,000 tested, 1.8% active; AID 2599;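 active means inhibition above about 50% at the single tested dose, limit read from the data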;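 further: plate controls were DMSO wells with enzyme for no effect and DMSO wells lacking enzyme for full effect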
# Target sequence (Q9GZR1 628-1112 limits assumed): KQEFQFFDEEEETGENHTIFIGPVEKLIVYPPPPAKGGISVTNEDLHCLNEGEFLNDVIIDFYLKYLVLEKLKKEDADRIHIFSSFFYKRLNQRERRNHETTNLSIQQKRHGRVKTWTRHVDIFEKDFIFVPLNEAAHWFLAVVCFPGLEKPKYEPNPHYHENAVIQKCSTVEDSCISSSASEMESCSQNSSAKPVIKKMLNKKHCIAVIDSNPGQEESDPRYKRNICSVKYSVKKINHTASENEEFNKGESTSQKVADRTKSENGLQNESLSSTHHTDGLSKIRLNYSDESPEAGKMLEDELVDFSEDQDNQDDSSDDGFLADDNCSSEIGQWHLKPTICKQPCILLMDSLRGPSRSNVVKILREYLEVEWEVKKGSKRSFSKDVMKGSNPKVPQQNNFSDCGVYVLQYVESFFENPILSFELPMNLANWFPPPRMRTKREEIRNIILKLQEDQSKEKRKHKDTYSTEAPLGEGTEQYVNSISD
# HKDC1 inhibitor: blocks human hexokinase HKDC1 activity; Q2TB90; inhibition, % at 20 µM; AID 493160; recombinant HKDC1, G6PDH/diaphorase resazurin coupled fluorescence; 340,000 tested, 0.16% active;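 active means inhibition above about 35% when tested at 20 µM, limit read from the data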;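 further: plate controls were DMSO wells with enzyme for no effect and DMSO wells lacking enzyme for full effect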
#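 Assay system: recombinant HKDC1 hexokinase; detection: coupled resazurin fluorescence, excitation 525 nm, emission 613 nm; benchmarks: DMSO-plus-enzyme-mix negative control, buffer-substituted positive control; compound dosing: single 20 µM dose; schedule: 90 min at room temperature in dark; also added: glucose plus 1 mM ATP as hexokinase substrates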
# * = called active by the depositor; . = no result given.
SMILES,MIN6 prolif,PfGluPho inh,UBC13 inh,SENP7 block,SENP8 block-1,SENP8 block-2,SENP1 FRET inh,SENP6 inh,HKDC1 inhibitor
Cc1nn(CC(=O)NCCCN2CCN(Cc3ccccc3)CC2)c(=O)c2cc(-c3ccccc3)nn12,-5,-12,24,39,-9,14,0,-8,-5
C=CC[C@H]1CC(C)=C[C@H](CC=C)N1,-1,5,4,-2,-7,6,-2,-17,-12
COc1ccc2[nH]c3c(c2c1)CCN1C(=O)C(CC(=O)NCCCn2ccnc2)C[C@H](C(=O)N2CCOCC2)[C@@]31C (stereo partly drawn),.,-13,.,-10,.,13,3,.,-2
O=C(Cn1nc(C(F)(F)F)c2c1CCCC2)N1CCOCC1,-2,-4,0,-4,-10,10,1,6,-12
Cc1ccc(-n2nc(-c3ccc(N)cc3)cc2N)cc1,-2,0,-4,18,-12,-191,-1,-15,0
O=C(Nc1ccccc1C(=O)N1CCOCC1)c1ccc([N+](=O)[O-])cc1,-4,-1,-2,11,0,8,1,-3,-1
COc1ccc(Sc2ccc(/C=C3\C(=O)NN(c4ccccc4)C3=O)o2)cc1,-5,-18,16,3,-3,21,-4,-9,18
CCCCNC(=O)CSc1nc2ccc(N3CCOCC3)cc2c(=O)n1CCc1ccccc1,1,3,-3,1,-17,-302,-42,-3,0
COc1ccc(NC(=S)N(CCN2CCOCC2)Cc2cc3cc4c(cc3[nH]c2=O)OCCO4)cc1,-2,6,-2,6,4,-303,-1,-19,3
Cc1ccc(C(=O)N2CCOCC2)cc1S(=O)(=O)N1CCCC1,-3,-4,-2,3,3,-1,2,0,-7
OCC1(CC2CCCCO2)CCN(Cc2cccc(O)c2)CC1 (stereo not drawn),1,-26,-14,3,1,4,1,0,-9
COc1ccc(/C(C)=N/NC(=O)C(NC(=O)c2ccccc2)c2n[nH]c(=O)c3ccccc23)c(OC)c1 (stereo not drawn),6.8*,18,2,2,6,8,0,0,-2
Cc1ccc(C(=O)N/N=C/C2=Cc3ccccc3OC2C)cc1 (stereo not drawn),-1,27,-4,-10,-13,-399,-8,-9,-7
CCC(CC)COC(=O)C1=C(C)NC(=O)NC1c1ccc(OC)cc1 (stereo not drawn),-1,12,-2,1,14,5,0,1,0
C=CCN(C(=O)c1csnn1)C(C(=O)NC1CCCC1)c1ccc(OC)cc1 (stereo not drawn),1,-3,-2,2,-9,5,1,10,-6
COc1cc(C(=O)NNC(=O)c2nn(C)c(=O)c3ccccc23)cc(OC)c1OC,-5,-4,-4,3,-3,9,3,11,-8
Cc1cnc(NC(=O)c2cccs2)s1,-5,-7,-3,57*,50,-9,-2,69*,1
Cn1c(C(=O)N2CCCC2)cc2c(=O)n(C)c3ccccc3c21,.,4,.,.,.,-1,2,.,2
O=C(NCCc1ccccc1)c1cccnc1N1CCCCCC1,-2,4,7,5,-2,1,1,-13,-7
Cc1ccc(Br)cc1S(=O)(=O)N1CCN(c2ccccc2)CC1,-2,0,17,7,-1,22,0,-4,-5
O=C(NCCc1ccccc1)C1CCCN(c2ncnc3c2nc2n3CCCCC2)C1 (stereo not drawn),-3,-23,6,9,1,9,1,-7,3
COC(=O)CC1C(=O)NCCN1C(=O)Nc1ccc(Cl)cc1 (stereo not drawn),-2,-7,1,-6,-3,31,1,-4,-3
Cc1ccccc1C(=O)NCCNc1ccc([N+](=O)[O-])cc1,-5,-12,-18,-7,-8,24,2,-12,-6
Cc1ccsc1C(=O)OCC(=O)NCCNC(=O)COC(=O)c1sccc1C,6,-27,3,5,3,1,1,-1,1
COC(=O)COc1cc(OCC(=O)OC)c2c(C)c(Cl)c(=O)oc2c1,-2,18,13,-8,-12,-340,-1,-46,17
COc1ccc(CNc2ncnc3cc(Cl)ccc23)cc1OC,.,-1,.,.,.,-22,-4,.,-8
Cc1cnc(C(=O)Nc2ccc(S(=O)(=O)N(C(C)C)C(C)C)cc2)cn1,-2,-6,-9,2,2,15,-12,28,-2
CC(C)(C)NC(=O)NC(=O)CN1C(=O)NC(C)(c2ccccc2)C1=O (stereo not drawn),0,-18,3,5,-2,15,-2,-6,3
Cc1onc(-c2c(F)cccc2Cl)c1C(=O)N(Cc1ccccc1)C(C)C,4,-3,3,3,9,12,3,-17,0
Fc1ccc(-c2ncc3ccccn23)cc1,-4,-3,-9,-6,-4,-263,-44,-18,-1
Cc1ccccc1NC(=O)c1ccccn1,-1,2,-8,-3,-5,9,2,3,-3
COC(=O)Nc1ccc(S(=O)(=O)N2CCCCC2C(=O)O)cc1 (stereo not drawn),0,10,2,-1,-18,8,-1,-16,-4
CC1CCCC(C)N1C(=O)CSc1nccc(=O)[nH]1 (stereo not drawn),2,-11,-4,1,-5,12,2,6,-3
Cc1ccc(Oc2cc(NC(=O)CCCn3nc([N+](=O)[O-])cc3C)cc([N+](=O)[O-])c2)cc1,-5,9,3,4,2,16,0,2,2
COC(=O)c1ccc(/C=N/OCC(=O)NC2CCCC(C)C2C)cc1 (stereo not drawn),0,-11,8,7,11,22,1,7,1
COCCNC(=O)C1CC(c2ccccc2[N+](=O)[O-])=NO1 (stereo not drawn),1,14,-4,1,-7,7,2,-2,-2
Cc1nc2sc(C(c3ccco3)N3CCC4(CC3)OCCO4)c(O)n2n1 (stereo not drawn),2,17,3,-1,-1,1,-2,-4,-5
O=C(Nc1ccc2c(c1)OCCO2)c1ccoc1,0,-3,1,-1,-6,-3,2,-10,0
CCN(CC)c1ccc2c(C)c(-c3ccc(N)cc3)c(=O)oc2c1,-3,2,12,2,-2,-418,-21,2,22
CCOc1cc(CNCCO)cc(Br)c1OCc1ccc(Cl)cc1,-7,12,37,3,0,31,1,7,0

# Looked up one by one from the list above, 2 records:
SMILES,MIN6 prolif,PfGluPho inh,UBC13 inh,SENP7 block,SENP8 block-1,SENP8 block-2,SENP1 FRET inh,SENP6 inh,HKDC1 inhibitor
O=C(NCCc1ccccc1)c1cccnc1N1CCCCCC1,-2,4,7,5,-2,1,1,-13,-7
Cc1nc2sc(C(c3ccco3)N3CCC4(CC3)OCCO4)c(O)n2n1 (stereo not drawn),2,17,3,-1,-1,1,-2,-4,-5

# New compounds follow:
SMILES,MIN6 prolif,PfGluPho inh,UBC13 inh,SENP7 block,SENP8 block-1,SENP8 block-2,SENP1 FRET inh,SENP6 inh,HKDC1 inhibitor
Cc1ccc(S(=O)(=O)Nc2cccc(C(=O)N3CCN(c4ccccc4O)CC3)c2)cc1F,-3,-1,2,1,-3,0,1,-8,4
C=CCn1c(=O)c2ccccc2n2c(SCC(=O)N(C)C)nnc12,3,-12,3,6,-7,8,-1,11,-3
O=C(c1ccco1)N1CCN(c2ncnc3sc4c(c23)CCC4)CC1,1,-7,0,-6,-9,-53,0,-8,3
O=C(N/N=C/c1c[nH]c2ccccc12)C1CC(=O)N(c2ccccc2)C1 (stereo not drawn),0,-26,6,0,-7,-2,1,-6,-1
COc1cc(Cl)c(C)cc1NC(=O)CN1CCCCCC1,4,-7,2,8,-3,8,0,-11,-4
Cc1ccc(O)c(-c2cc(C(=O)Nc3cccnc3)[nH]n2)c1,-3,-3,21,8,-13,4,0,25,-1
COC(=O)COc1ccc(/C=N/NC(=O)c2ccc(N(Cc3ccccc3)S(C)(=O)=O)cc2)cc1,-5,-6,-6,9,-6,-38,0,0,-7
Cc1ccc(-c2[nH]ncc2CNCCc2cnn(-c3ccccc3)c2)cc1C,-6,-1,16,10,1,16,0,2,9
O=C(NCCc1ccc(Cl)cc1)C1CC(=O)N(C2CCCCC2)C1 (stereo not drawn),0,-8,-6,-5,-6,13,2,6,2
Cc1cccc(N(CC(=O)N=Nc2c(O)[nH]c3ccccc23)S(C)(=O)=O)c1C,1,3,1,5,-9,24,2,-11,12
COc1ccc2c(=O)c3c(=O)n(Cc4ccco4)c(C(C)C)nc3oc2c1,-2,-9,-9,-6,-4,10,-2,-25,-4
Cc1cccc(-n2nnnc2SCn2nnc3ccccc3c2=O)c1,2,4,-4,-4,-8,10,4,0,3
CC(=O)N1CCCc2cc(S(=O)(=O)N3CCCC(C(=O)N4CCN(c5ccccc5)CC4)C3)ccc21 (stereo not drawn),-2,-2,3,-2,-4,7,0,-21,1
CCC/C(C)=N\Nc1nc2c(c(=O)n(C)c(=O)n2C)n1C,-1,27,-13,7,2,8,-1,-1,-2
O=C(Nc1ccccc1C(=O)N1CCCCCC1)c1ccccc1Cl,0,-6,0,7,0,11,1,-8,-7
O=C(O)CCCCCNS(=O)(=O)c1c(Cl)cccc1Cl,0,-3,-3,-2,-4,-1,1,0,-2
COCCCN1C(=O)c2ccc(C(=O)Nc3ccc(OC)cc3)cc2C1=O,-2,7,1,20,-9,28,1,-33,-2
Cc1sc2ncnc(N3CCN(C(=O)c4ccco4)CC3)c2c1C,-2,-6,6,14,13,18,0,12,-2
COc1ccc(C(C)=O)cc1COC(=O)Cc1cc(OC)c(OC)c(OC)c1,0,-1,8,-2,2,9,1,-4,0
COc1ccc(OC)c(-c2csc(NC(=O)CN3C(=O)C4CCCCC4C3=O)n2)c1 (stereo not drawn),-4,-9,0,-2,-10,11,1,-6,-3
O=C(NC1CC1)C1CCN(c2ncnc3c2sc2cccc(F)c23)CC1,-2,13,21,0,9,-320,-8,16,1
Oc1cccc(/C=N/Nc2cccc3cccnc23)c1,-5,17,5,92*,96*,-81,-99,-7,-6
CC(=O)n1c2ccccc2c2nc(NC(C)C)sc21,0,24,-10,11,8,35,1,15,3
CC(=O)Nc1ccc(NC(=O)COC(=O)/C(=C/c2ccccc2)n2nnnc2C)cc1,-4,-12,-1,2,-7,16,1,-14,3
CCCc1ccc(C(=O)CCC(=O)O)cc1,-1,-8,2,1,-1,17,0,-9,2
CC1CN(C(=O)c2ccn(C)n2)CC(C)O1 (stereo not drawn),-2,-9,-5,2,-11,9,1,-13,-8
O=C(CSCc1ccccc1Cl)Nc1ccc2c(c1)OCCO2,-3,4,-4,3,3,18,0,1,4
Cc1ccc(S(=O)(=O)N2CCCCC2)cc1NC(=O)Cn1cc(C(F)(F)F)ccc1=O,-1,1,5,10,-6,6,1,3,-5
CC1=Nc2cc(C(=O)NCCCN3CCOCC3)ccc2Sc2c(C)ccc(C)c21,-5,-5,12,29,-14,15,-10,-4,-6
COc1c(Br)cc(C(N)=O)cc1OCc1ccccc1,1,1,7,3,-4,10,1,-8,-5
COc1ccc(S(=O)(=O)NCCN2CCOCC2)cc1[N+](=O)[O-],-3,-7,-1,-8,-14,10,0,0,-5
CC(=O)Nc1ccc(S(=O)(=O)Nc2nc3ccccc3nc2-n2ccc(=NC(=O)c3ccccc3)cc2)cc1,-4,-15,-17,6,4,-72,-34,-2,-4
CC(=O)NS(=O)(=O)c1ccc(NS(=O)(=O)c2ccc(F)cc2)cc1,-1,-30,-2,-7,-17,24,4,-50,-9
COc1cccc(NC(=O)CSc2nnc(NC(=O)c3ccco3)s2)c1,2,-35,-4,10,-11,-34,2,-14,0

# 3 entries from above, arranged by formula weight, high to low.
SMILES,MIN6 prolif,PfGluPho inh,UBC13 inh,SENP7 block,SENP8 block-1,SENP8 block-2,SENP1 FRET inh,SENP6 inh,HKDC1 inhibitor
Cc1ccc(S(=O)(=O)N2CCCCC2)cc1NC(=O)Cn1cc(C(F)(F)F)ccc1=O,-1,1,5,10,-6,6,1,3,-5
CC(=O)Nc1ccc(NC(=O)COC(=O)/C(=C/c2ccccc2)n2nnnc2C)cc1,-4,-12,-1,2,-7,16,1,-14,3
O=C(NC1CC1)C1CCN(c2ncnc3c2sc2cccc(F)c23)CC1,-2,13,21,0,9,-320,-8,16,1
